RORg inh: inhibitors of mouse ROR gamma transcriptional activity; P51450; Potency, µM (doses to about 53.6 µM), for inactives: top-dose activity change, negative = inhibition, most hits filed as inhibitors; 310,000 compounds, 5.4% hits; Drosophila S2 Gal4-RORgamma UAS-luciferase reporter, 20 h; note: % is set by controls: 0 for no effect and ±100 for the full control effect; nearly all actives have a fitted effect of over 60% in size
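Compounds are pin-transferred onto Drosophila Schneider cells expressing a copper-inducible Gal4–ROR gamma transactivation domain fusion. After 1 hr, copper sulfate is added to 700 uM final; luciferase is read 20 hr later.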
FLuc modulator: inhibits or activates purified firefly luciferase, miR-21 counter-screen; P08659; Potency, µM (highest dose often 57.5 µM), without a hit: at the top dose activity change, negative = inhibition, usual class: inhibitors; 360,000 compounds, 6.9% hits; purified FLuc, Km substrates, luminescence inhibition; AID 588342;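 note: plate controls were vehicle for no effect and reference inhibitor for full effect; nearly all actives have a fitted effect of over 55% in size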
Target sequence (P08659 whole entry, looked up): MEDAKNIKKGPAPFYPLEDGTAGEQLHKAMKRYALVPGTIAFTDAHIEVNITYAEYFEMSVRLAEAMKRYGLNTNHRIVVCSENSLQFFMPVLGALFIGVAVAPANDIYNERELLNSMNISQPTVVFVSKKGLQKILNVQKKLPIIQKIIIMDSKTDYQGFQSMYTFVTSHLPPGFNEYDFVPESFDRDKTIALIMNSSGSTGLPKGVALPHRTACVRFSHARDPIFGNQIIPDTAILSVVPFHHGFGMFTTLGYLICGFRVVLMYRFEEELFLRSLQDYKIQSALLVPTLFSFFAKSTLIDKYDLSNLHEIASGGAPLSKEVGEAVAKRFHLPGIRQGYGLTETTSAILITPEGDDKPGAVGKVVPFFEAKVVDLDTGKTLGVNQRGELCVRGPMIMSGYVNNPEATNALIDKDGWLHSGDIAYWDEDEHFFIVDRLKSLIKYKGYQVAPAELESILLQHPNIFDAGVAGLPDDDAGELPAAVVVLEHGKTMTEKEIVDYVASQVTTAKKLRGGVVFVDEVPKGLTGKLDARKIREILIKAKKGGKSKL
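Purified P. pyralis luciferase, 10 nM final, with Km-level 10 uM D-luciferin and 10 uM ATP in 50 mM Tris acetate pH 7.5, 10 mM Mg acetate, 0.01% Tween-20, 0.05% BSA; 6-point qHTS titration about 60 µM downward; luminescence read.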
uPA generation: cell surface uPA generation inhibition | cell surface uPA generation assay, qHTS | 330,000 compounds, 0.31% hits | Potency, µM (doses to about 38.3 µM), inactives show at the top dose activity change, negative = inhibition, most hits filed as inhibitors; active = well fitted inhibition curve with a large enough effect; inconclusive = small, poorly fitted or top-dose-only effect; inactive = no such curve, though single readings can be large or run the other way; tested in mouse RAW 264.7 cells; note: % is set by controls: 0 for no effect and ±100 for the full control effect; nearly all actives have a fitted effect of over 55% in size
ELG1 genotoxic: induces genotoxicity in HEK293T cells with luciferase-tagged ELG1. HEK293T ELG1-luciferase reporter, luminescence, 16 h. 330,000 compounds, 1.3% hits. Potency, µM (highest dose often 46 µM), inactives show top-dose activity change, positive = activation, most hits filed as activators; note: % of control where 0% means no effect; nearly all actives have a fitted effect of over 60% in size
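16 hr compound incubation (37 °C, 5% CO2) of HEK293T cells carrying luciferase-tagged ELG1; luciferase then measured by ONE-Glo luminescence after 30 min at RT.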
BRCA1 expr act: increases BRCA1 expression; MCF7-BRCA1-FFLuc reporter, luminescence, 48 h; response scale: scaled: vehicle 0%, 10 µM genistein 100%; Potency, µM (doses to about 46.1 µM), without a hit: at the highest dose activation, actives largely listed as activators; 380,000 compounds, 1.1% hits; AID 624202; note: nearly all actives have a fitted effect of over 80% in size; some results filed as inactive show a strong effect at the top dose
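Luminescence from a BRCA1-driven firefly luciferase in MCF7 cells was read after 48 h compound exposure at 37 C. Data normalized against DMSO and a 10microM genistein activation control, then curve-fitted across the titration.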
NPC1 promoter act: activators of NPC1 promoter | Huh7 NPC1 promoter luciferase reporter, 24 h | Potency, µM (doses to about 9.22 µM), for the others: top-dose activation, hits mostly activators | 320,000 compounds, 2.4% hits | AID 485313;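 note: % of control where 0% means no effect; nearly all actives have a fitted effect of over 60% in size; reporter is driven by a mutant NPC1 promoter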
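Stable NPC1-promoter luciferase Huh7 line; cpd (DMSO) 24 h, 37 °C, 5% CO2; Amplite luciferase reagent 10 min RT; luminescence readout. qHTS format.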
VP16 counter: inhibits Gal4-VP16 luciferase reporter, ROR gamma counter-screen. Drosophila S2 Gal4-VP16 UAS-luciferase, luminescence, 20 h. AID 2546. 310,000 compounds, 3.5% hits. Potency, µM (doses to about 53.6 µM), without a hit: at the highest dose activity, negative = inhibition, most hits filed as inhibitors;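 note: Gal4-VP16 expression switched on by copper sulfate through the metallothionein promoter; % is set by controls: 0 for no effect and ±100 for the full control effect; nearly all actives have a fitted effect of over 50% in size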
MBNL1-CUG inh: inhibitors of human MBNL1 binding to CUG repeat RNA; TR-FRET MBNL1-His/biotin-(CUG)12 binding, 665/545 ratio; Potency, µM (series often up to 57.5 µM), without a hit: at the highest dose activity change, negative = inhibition, most hits filed as inhibitors; AID 2675; 280,000 compounds, 0.036% hits; Q9NR56; active = well fitted inhibition curve with a large enough effect in the signal ratio, with a control signal flat, not every such curve was filed as active; inconclusive = small, poorly fitted or top-dose-only effect, or effect the other way, or a change in a side signal; inactive = no such curve, though single readings can be large or run the other way; the % refers to the signal ratio; note: % is set by controls: 0 for no effect and ±100 for the full control effect
Target sequence (Q9NR56 whole entry, looked up): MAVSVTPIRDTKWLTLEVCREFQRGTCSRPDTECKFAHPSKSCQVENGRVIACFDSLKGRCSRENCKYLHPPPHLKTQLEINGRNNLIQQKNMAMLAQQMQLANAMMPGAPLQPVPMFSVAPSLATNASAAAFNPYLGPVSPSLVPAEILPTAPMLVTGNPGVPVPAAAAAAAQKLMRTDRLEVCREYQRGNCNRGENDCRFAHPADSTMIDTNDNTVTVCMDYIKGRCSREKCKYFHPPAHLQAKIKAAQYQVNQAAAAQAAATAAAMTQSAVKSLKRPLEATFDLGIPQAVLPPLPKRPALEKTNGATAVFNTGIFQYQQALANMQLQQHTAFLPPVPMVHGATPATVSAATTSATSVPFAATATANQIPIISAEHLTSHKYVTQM
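MBNL1-His + Biotin-(CUG)12, cpd titration 92 nM–58 uM; Tb anti-His Ab 0.055 ng/ul, SA-XL665 5 nM (final); 60 min RT; ratiometric 665/545 nm, Ex 340 nm; normalized to buffer and full-complex controls.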
p53 reactivator: re-activators of mutant p53; H1299 p53-A138V BP100-luciferase reporter, luminescence, 24 h; Potency, µM (doses to about 92.2 µM), for the others: top-dose activity change, positive = activation, usual class: activators; 320,000 compounds, 0.063% hits; note: % of control where 0% means no effect; nearly all actives have a fitted effect of over 45% in size
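H1299 (p53-null), stable ts p53-A138V + BP100-Luc; 1000 cells/well, Opti-MEM/10% FBS; cpd 4 pt, 1:5; 24 h, 37 deg C, 5% CO2; detection reagent 10 min RT; luminescence.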
Rab9 promoter act: Rab9 promoter activation | 320,000 compounds, 2.8% hits | AID 485297 | Potency, µM (series often up to 9.22 µM), inactives show top-dose activation, negative = inhibition, usual class: activators | Huh7 Rab9 promoter-luciferase reporter, luminescence, 24 h; note: % of control where 0% means no effect; nearly all actives have a fitted effect of over 60% in size
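Quantitative HTS format; Huh7 Rab9-luciferase reporter cells (1500/well) receive compound 2 h post-plating, incubate 24 h at 37 °C, then get luciferase reagent for 10 min before luminescence reading.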
* = called active by the depositor; u = inconclusive; x = not tested or not shown; [ ] = dose if it differs, or a comment. Unless noted, calls come from the whole dose curve; as a rule, active = well fitted curve in the direction sought with a large enough effect; inconclusive = small, poorly fitted or top-dose-only effect, or another doubt; inactive = no such curve, though single readings can be large; an effect the other way counts as inactive or inconclusive. Potency is the fitted concentration of half-maximal effect. The order is random; overall some 13% were active at least once.

SMILES	RORg inh	FLuc modulator	uPA generation	ELG1 genotoxic	BRCA1 expr act	NPC1 promoter act	VP16 counter	MBNL1-CUG inh	p53 reactivator	Rab9 promoter act
O=C1CN(C(=O)c2ccccc2Cl)c2ccccc2N1	4%[1.91 µM]	-2%	-3%	2%	-8%	0%	-3%	-1%	x	-2%
Nc1nnnn1CC(=O)N/N=C/c1cc([N+](=O)[O-])ccc1O	27%	-6%	1%	-9%	1%	-5%	-1%	u	-6%	-1%
Cc1ccc(C2C(=O)N(C3CCCC3)CC(=O)N2C2CCCCC2)cc1 (stereo unspecified)	45%	0%	-2%	2%	-32%	0%	13%	-12%	-1%	-1%
CC(C)(C)c1ccc(C(=O)NC(=O)COC(=O)c2ccc(Br)o2)cc1	x	x	-7%	17%	1%	x	x	x	1%	x
Cc1ccc(C)c2c1N(Cc1ccccc1)C(=O)C21OCCO1	1%	-1%	20%	2%	-2%	-2%	-8%	1%	-1%	1%
COc1ccc(Cl)cc1NC(=O)C/C(C)=N/NC(=O)c1ccccc1Cl	20%[1.91 µM]	0%	4%	1%	-24%	-1%	13µM*	-1%	-3%	2%
COc1ccc(-c2c(-c3ccccc3OC)sc3ccccc23)cc1	-1%	1%	9%	-2%	0%	0%	14%	43%[activator]	x	3%
COc1ccc(NC(=O)c2nnn(Cc3ccc(SC)cc3)c2N)c(OC)c1	4%	-7%	-12%	15%	24%	-6%	-1%	23%	2%	9%
O=C(COC(=O)/C=C/C(=O)N1CCN(c2ccccc2)CC1)NC(c1ccccc1)c1ccccc1	u	-15%	6.3µM*	-2%	-16%	1%	u	-14%	0%	-38%[inhibitor]
O=C(CN1C(=O)c2cccc([N+](=O)[O-])c2C1=O)NCc1ccccc1	2%	-1%	2%	-6%	-1%	3%	-5%	u	5%	-1%
C/C(=N/NC(=O)c1cc(-c2ccc(Cl)s2)[nH]n1)c1ccco1	31%	u	2%	2%	5%	-2%	-6%	-9%	9%	8%
Cc1cc(=O)[nH]c(SCC(N)=O)c1C#N	5%	-1%	10%	-1%	-5%	-1%	-2%	-4%	5%	-3%
CCCC[C@]12Cc3ccccc3[C@H](O1)C1=C(O2)C(=O)c2ccccc2C1=O	-3%[10 µM]	-2%[11.5 µM]	x	x	x	-1%[1.84 µM]	-9%[10 µM]	-1%[11.5 µM]	x	0%[1.84 µM]
CCOCCCNC(=O)c1ccc(Br)cc1	-6%	u	-2%	13%	u	u	12%	-1%	18%	u
S=c1[nH]nc(C2CCCCC2)n1/N=C/c1ccccc1	8.9µM*	0%	-4%	4%	2%	1%	u	-5%	1%	-1%
Cc1c(N2C(=O)c3cccc4cccc(c34)C2=O)cnn1C	-9%	1%	-1%	4%	-5%	-5%	-5%	u	-5%	-1%
Oc1ccc(Br)cc1/C=N/n1cnc2ccccc21	u	8.5µM*	x	18%	3%	u	u	-1%	u	u
O=C(O)C1C2CCC(O2)C1C(=O)NCc1ccc(Cl)cc1 (stereo unspecified)	-7%	0%	-2%	2%	-14%	1%	-6%	-3%	-2%	-4%
Cc1ccc(NC(=O)CN(C)CC(=O)Nc2ccccc2Oc2ccccc2)cc1	-10%	4%	1%	-1%	-20%	-6%	-1%	0%	-2%	3%
COc1ccc(NC(=O)CC2CCCCC2)cc1OC	3%	-13%	-7%	10%	25%	9%	-16%	-4%	9%	19%
CO/N=C/CC(=O)Nc1ccc(F)cc1F	-3%	1%	2%	-3%	-1%	4%	-11%	9%	4%	-3%
COc1ccc(-c2nc(N)n(C(=O)c3ccc(C)cc3)n2)cc1	-10%	-3%	-3%	5%	2%	-5%	-12%	x	-1%	-12%
CCOc1ccc2[nH]c(=O)c(CN(CCN3CCCC3)C(=S)Nc3ccccc3OCC)cc2c1	7%	0%	-27%	-3%	-46%	-6%	u	-6%	3%	-47%[inhibitor]
Cc1ccc(NC(=O)Nn2cnnc2)c(C)c1	-9%	1%	-4%	3%	5%	-2%	-14%	-6%	-3%	-4%
CCN1CCN(S(=O)(=O)c2ccc(Cl)c(C(=O)N(C)Cc3ccc(F)cc3)c2)CC1	x	0%	-3%	-1%	-14%	-6%	x	x	-1%	2%
Cc1cc(C)c(S(=O)(=O)n2c([N+](=O)[O-])cnc2C)c(C)c1	-11%	0%	7%	-2%	-31%	0%	-9%	2%	-8%	-1%
Cc1ccc(SCC(=O)Nc2ccc(S(=O)(=O)Nc3nccs3)cc2)cc1	5%	3%	-9%	2%	-24%	-4%	-2%	-4%	-2%	-3%
CSc1ccc(C(=O)C2CCCN(Cc3ccc(N4CCNC4=O)cc3)C2)cc1 (stereo unspecified)	10%	2%	-5%	-2%	0%	-3%	1%	-19%	-1%	10%
O=C(CCNC(=O)c1ccccc1)OCN1C(=O)c2ccccc2C1=O	-3%	6%	-4%	4%	0%	1%	-3%	2%	0%	-2%
CC1(C)C=C(c2ccc(O)cc2)CC(C)(C)N1	-22%	4%	-21%	4%	14%	-4%	-2%	6%	-4%	-2%
Cc1ccc(S(=O)(=O)NC2OC(=O)C(Cl)=C2Cl)cc1 (stereo unspecified)	-28%	3%	0%	1%	-12%	-3%	11%	-7%	7%	1%
COc1ccc2oc(=N)c(C(=O)NCc3ccccc3)cc2c1	37%	u	0%	5%	-73%	1%	-2%	18%	-8%	3%
CSCCC(NC(=O)CCC(=O)OCC(=O)[C@@]1(O)CCC2[C@@H]3CCC4=CC(=O)C=C[C@]4(C)C3[C@@H](O)C[C@@]21C)C(=O)O (stereo partly specified)	1%	-2%	-5%	13%	2%	-4%	6%	2%	1%	-5%
O=C(Nc1cccc(-c2nc3ccccc3o2)c1)c1ccc(N2C(=O)C3C4C=CC(C4)C3C2=O)cc1 (stereo unspecified)	30%	-18%	-10%	-19%	-30%	3%	-4%	8%	-5%	-4%
COc1ccc(CNc2ccc(S(=O)(=O)N3CCN(C)CC3)cn2)cc1OC	x	1%	0%	1%	-2%	-3%	x	x	0%	-5%
O=C(CCCN1C(=O)CCC1=O)Nc1cccc(C(F)(F)F)c1	-6%	5%[2.3 µM]	-1%	1%	-12%	-2%	-2%	-10%	2%	8%
CCc1ccnc(NS(=O)(=O)c2ccc3c(c2)CCO3)c1	2%	-2%	-11%	0%	-10%	-1%	2%	6%	-2%	0%
COc1cc(Br)c(-c2sc(Nc3ccccc3)n[n+]2-c2ccc(F)cc2)cc1OC	6.3µM*	-21%	-5%	3%	-32%	-1%	-20%	9%	7%	0%
c1ccc(Nc2nc(-c3ccccc3)nc3ccccc23)cc1	7%	-9%	-18%	-7%	-8%	-1%	-3%	4%	6%	-4%
O=C(Nc1ccc(Br)cc1)Nc1ccccc1F	u	4.8µM*	-4%	u	u	1.6µM*	-9%	10%	21%	2.8µM*

Copied from the entries so far for reference:
SMILES	RORg inh	FLuc modulator	uPA generation	ELG1 genotoxic	BRCA1 expr act	NPC1 promoter act	VP16 counter	MBNL1-CUG inh	p53 reactivator	Rab9 promoter act
O=C(CCCN1C(=O)CCC1=O)Nc1cccc(C(F)(F)F)c1	-6%	5%[2.3 µM]	-1%	1%	-12%	-2%	-2%	-10%	2%	8%
CCc1ccnc(NS(=O)(=O)c2ccc3c(c2)CCO3)c1	2%	-2%	-11%	0%	-10%	-1%	2%	6%	-2%	0%
COc1cc(Br)c(-c2sc(Nc3ccccc3)n[n+]2-c2ccc(F)cc2)cc1OC	6.3µM*	-21%	-5%	3%	-32%	-1%	-20%	9%	7%	0%
c1ccc(Nc2nc(-c3ccccc3)nc3ccccc23)cc1	7%	-9%	-18%	-7%	-8%	-1%	-3%	4%	6%	-4%

Other results follow.
SMILES	RORg inh	FLuc modulator	uPA generation	ELG1 genotoxic	BRCA1 expr act	NPC1 promoter act	VP16 counter	MBNL1-CUG inh	p53 reactivator	Rab9 promoter act
COc1ccc(/C=N/n2c(C)cc(C)c(C(N)=O)c2=O)cc1	-14%	3%	-5%	-2%	-2%	-3%	-1%	-10%	-3%	-5%
Cc1cc(C)cc(N2CC(C(=O)NC3CCCCC3)CC2=O)c1 (stereo unspecified)	0%	1%	6%	2%	-11%	2%	-12%	-7%	-6%	0%
Cc1ccc2[nH]c(=O)c(CN(Cc3cccnc3)C(=S)NCCCN(C)C)cc2c1	9%	-3%	-9%	2%	-1%	-2%	0%	-8%	-4%	-11%
O=C(CSc1nncs1)NCCNC(=O)CSc1nncs1	x	0%	-1%	2%	-4%	-3%	x	x	-1%	0%
Cc1cnc([N+](=O)[O-])n1CCOC(=O)NC(=O)c1ccccc1	-4%	0%	0%	0%	-16%	-10%	-6%	u	7%	-5%
O=C(NCC1CCCO1)c1cccc(S(=O)(=O)N2CCOCC2)c1 (stereo unspecified)	10%	0%	26%	0%	-7%	-7%	0%	-6%	9%	-1%
O=C(Nc1nncs1)c1c(F)c(F)c(F)c(F)c1F	u	7%	-1%	-9%	-12%	14%	-24%	-4%	-8%	7%
COc1ccc(CCC(=O)Nc2cccc(S(=O)(=O)N3CCCC3)c2)cc1OC	x	x	2%	-5%	-12%	0%	x	x	-21%	-2%
CCN(CC)S(=O)(=O)c1ccc(Nc2nc3ccccc3n3nnnc23)cc1	11%	u	-2%	u	47%	14%	11%	-7%	u	30%

Compound activity deposited in PubChem BioAssay by National Center for Advancing Translational Sciences (NCATS).
